# High-throughput results from PubChem.
# RGS4 block – human RGS4 inhibition. actives 0.45% (n = 310,000). AID 463165. B-score at 10 µM. P49798. HEK293 M3R/RGS4 inducible, Fluo-4 calcium flux; stronger effect = higher value; triggered by carbachol at its EC20;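 active = B-score, a plate-corrected calcium signal, over three deviations above library mean, with baseline fluorescence within five deviations of library mean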;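 note: RGS4 expression induced by doxycycline in cells with stable M3 receptor; B-score is computed from the integrated fluorescence ratio over baseline after carbachol; higher B-score means a larger calcium signal and so more RGS4 inhibition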
# Target sequence (P49798 whole entry, looked up): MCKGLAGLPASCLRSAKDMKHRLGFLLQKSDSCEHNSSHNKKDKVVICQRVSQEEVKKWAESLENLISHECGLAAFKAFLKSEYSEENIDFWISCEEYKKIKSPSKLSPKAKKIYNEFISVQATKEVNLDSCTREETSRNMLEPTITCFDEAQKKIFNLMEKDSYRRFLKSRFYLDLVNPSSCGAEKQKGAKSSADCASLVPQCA
# MrgX1 ag – human MrgX1 receptor agonism, primary screen. Q96LB2. MrgX1-HEK293 cells, Fluo-4 calcium fluorescence, agonist mode; stronger effect = higher value. B-score at 10 µM. actives 0.44% (n = 310,000). AID 588627;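 active = calcium response B-score plate-corrected fluorescence ratio at least 3 library SD, with starting fluorescence B-score inside 5 SD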
# Target sequence (Q96LB2 whole entry, looked up): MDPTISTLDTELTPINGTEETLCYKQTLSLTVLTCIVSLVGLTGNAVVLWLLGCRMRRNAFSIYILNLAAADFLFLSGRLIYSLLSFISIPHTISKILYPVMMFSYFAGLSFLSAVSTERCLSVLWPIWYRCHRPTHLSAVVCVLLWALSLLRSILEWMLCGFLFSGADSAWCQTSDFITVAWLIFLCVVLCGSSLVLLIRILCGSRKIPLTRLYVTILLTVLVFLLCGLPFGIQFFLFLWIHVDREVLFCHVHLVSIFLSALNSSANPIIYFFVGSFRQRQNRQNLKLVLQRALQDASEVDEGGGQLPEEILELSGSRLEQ
#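 Material: MrgX1-expressing HEK293 cells; input: 15,000 cells per well; doses: test compound given as first of three sequential additions; schedule: overnight plating before 1 h dye loading; technique: Fluo-4 NW calcium-flux fluorescence, kinetic read; evaluation: baseline-normalised fluorescence change ratio, B-scored; control set: plate-wise positive and negative controls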
# RGS4 pot – potentiators or activators of RGS4. HEK293 M3R/inducible RGS4, carbachol calcium flux Fluo4; stronger effect = lower value. B-score at 10 µM. actives 0.92% (n = 310,000). AID 463111;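 active = B-score of the integrated calcium signal more than 4 SD below the library mean, with starting fluorescence not abnormally high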;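 note: negative B-score means reduced calcium response which marks RGS4 activation or potentiation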
#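 System – HEK293 FlpIn-TREx cells, stable M3R, doxycycline-inducible RGS4 · Reagent – ECmax carbachol challenge · Times – compound preincubation 20 min at room temperature before agonist · Technique – Fluo4 fluorescence kinetic imaging of calcium · Measure – B score of integrated Fluo4 ratio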
# ANO1 activ – activators or potentiators of mouse TMEM16A chloride channel. Q8BHY3. HEK293 TMEM16A/YFP-H148Q/I152L, iodide quench fluorescence; stronger effect = lower value. B-score at 10 µM. actives 0.3% (n = 340,000). AID 623877;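 active = fluorescence-ratio B-score plate-corrected deviation score at least 3 library SD below zero, with starting fluorescence score within 5 deviations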;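 note: channel opened by trigger with iodide after compound preincubation; score built on the fluorescence ratio of max minus min over baseline; more negative score means more quench and so TMEM16A activation or potentiation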
# MrgX1 antag – human MrgX1 receptor antagonism, primary screen; MRGX1-HEK293 calcium flux, Fluo-4, BAM8-22 antagonism; stronger effect = lower value; actives 1.3% (n = 310,000); B-score at 10 µM; Q96LB2;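 active = calcium-response B-score plate-corrected more than 3 library SD below zero, starting fluorescence within 5 deviations, no agonist response on first addition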;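 note: peak minus trough fluorescence over baseline after final BAM8-22 challenge near maximal dose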
# SKKanGAS inh – blocks kanamycin growth of S. pyogenes SKKanGAS strain. BacTiter-Glo, 6 h. inhibition, % at 7.5 µM. actives 1.3% (n = 300,000). AID 1662;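 active = mean replicate score, as percent of positive control median, at least 50; inconclusive = mean below 50 but one replicate at or above 50; inactive = mean and every replicate below 50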;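 note: strain carries kanamycin resistance gene driven by streptokinase promoter and grows in 40 µg/ml kanamycin; loss of luminescence reflects streptokinase promoter inhibition or plain growth inhibition; 0% = median of DMSO wells and 100% = positive control at its reference dose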
# TMEM16A inh – inhibitors of mouse TMEM16A calcium-activated chloride channel | Q8BHY3 | HEK293 TMEM16A/YFP iodide influx fluorescence, ionomycin | normalized B-score (activity score, 25-100; higher = stronger inhibition) at 10 µM | actives 1.2% (n = 310,000) | AID 588511;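 active = ratio plate-corrected score three or more library SD toward inhibition, starting fluorescence score within five deviations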;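 note: score derived from kinetic fluorescence span divided by baseline fluorescence per well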
# TRPC6 inhibitor – blocks the mouse TRPC6 cation channel; Q61143; HEK293-TRPC6, membrane potential dye, ACh-evoked depolarization; stronger effect = lower value; B-score at 10 µM; actives 1.1% (n = 310,000); AID 2553;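 active = B-score under library mean minus 3 SD, initial fluorescence not abnormally high, positive integrated signal ratio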;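 note: B-score derived from integrated fluorescence ratio over the kinetic read; more negative B-score means stronger inhibition of depolarization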
# MrgX1 allo act – human MrgX1 positive allosteric modulation, primary screen | Q96LB2 | MrgX1-HEK293, Fluo-4 calcium flux, FDSS; stronger effect = higher value | B-score at 10 µM | actives 0.63% (n = 310,000) | AID 588675;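 active = plate-corrected calcium response at least 3 library SD above typical, normal starting fluorescence, not activating the receptor alone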;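 note: compound read alongside a low EC10 to EC30 dose of BAM8-22 agonist; peak minus trough fluorescence over baseline measured at the second addition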
# TRPC6 activator – activates the mouse TRPC6 cation channel; HEK293-TRPC6 membrane potential dye fluorescence; stronger effect = higher value; actives 0.13% (n = 310,000); B-score at 10 µM; AID 2550; Q61143;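 active = B-score of the integrated fluorescence ratio above library mean plus 3 SD, and starting fluorescence ratio within library mean plus 5 SD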;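 note: higher score means more depolarization so channel activation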
# HDAC3 inh – inhibitors of human histone deacetylase 3; recombinant HDAC3, fluorogenic peptide/trypsin coupled, fluorescence; inhibition, % at 8.3 µM; actives 0.15% (n = 320,000); AID 2718; in the data active = inhibition above about 26%, passing the limit was not always enough; inconclusive = no clear call, values can overlap the other calls
# Target sequence (O15379 whole entry, looked up): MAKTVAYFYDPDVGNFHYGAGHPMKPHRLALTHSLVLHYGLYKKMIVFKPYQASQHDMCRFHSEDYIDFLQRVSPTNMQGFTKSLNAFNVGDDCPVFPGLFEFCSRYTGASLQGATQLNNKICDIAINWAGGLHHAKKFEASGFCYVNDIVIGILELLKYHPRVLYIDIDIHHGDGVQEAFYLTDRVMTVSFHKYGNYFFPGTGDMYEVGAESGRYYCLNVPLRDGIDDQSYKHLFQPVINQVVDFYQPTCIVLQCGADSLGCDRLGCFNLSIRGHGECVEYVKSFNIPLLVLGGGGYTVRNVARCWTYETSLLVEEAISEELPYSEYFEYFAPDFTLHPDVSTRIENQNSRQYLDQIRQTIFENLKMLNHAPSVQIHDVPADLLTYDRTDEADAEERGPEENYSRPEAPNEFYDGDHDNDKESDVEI
# * hit, by the source's call; i = inactive; u = inconclusive; x = no result given. Outcome played no part in choosing rows; about 6.7% have a hit in one of these screens.
SMILES,RGS4 block,MrgX1 ag,RGS4 pot,ANO1 activ,MrgX1 antag,SKKanGAS inh,TMEM16A inh,TRPC6 inhibitor,MrgX1 allo act,TRPC6 activator,HDAC3 inh
Fc1c(F)c(F)c(/C=N/NC(=S)Nc2cccnc2)c(F)c1F,i,i,i,i,i,6,i,i,i,i,1
CC(=O)/C(=N/Nc1cccc(Cl)c1)N1CCOCC1,i,i,i,i,i,5,i,i,i,i,14
O=[N+]([O-])c1cc([N+](=O)[O-])c(N2CCOCC2)cc1NCc1ccccc1,i,i,i,i,-9.6*,9,i,i,i,i,0
O=C(Nc1ccc(F)cc1)NC1CCN(Cc2ccccc2)CC1,i,i,i,i,i,-17,i,i,i,i,12
OCC1N=C(c2ccccn2)OC1c1ccccc1 (centres undefined),i,i,i,i,i,-2,i,i,i,i,-6
CN(CC(=O)NC1CCCCC1)S(=O)(=O)c1ccc(Cl)cc1,i,i,i,i,i,0,i,i,i,i,2
COC(=O)C1=C(Nc2ccc(C)cc2)C=C(C)C(C(=O)OC)C1c1ccc(OC)cc1 (centres undefined),i,i,i,i,i,-1,i,i,i,i,-5
Cc1cccc(-c2nnc(SCC(=O)NC3CCCC3)o2)c1,i,x,i,i,x,-4,x,i,x,i,x
O=C(NC1CCCCC1)C(=S)NC1CCCCC1,i,i,i,x,i,4,i,i,i,i,0
CN(C)/N=C/c1ccc(OS(=O)(=O)c2ccccc2)cc1,i,i,i,i,i,2,i,i,i,i,2
O=S(=O)(Cc1nnnn1-c1ccccc1)c1ccccc1,i,i,i,i,i,34,i,i,i,i,-3
CCn1c(SCC(=O)Nc2cc(C)on2)nnc1-c1ccncc1,i,i,i,i,i,1,i,i,i,i,4
Cc1ccc(Cl)cc1NC(=S)N(CCN(C)C)C(C)c1ccccn1 (centres undefined),i,i,i,i,i,-13,i,i,i,i,-4
COc1ccc2c(c1)C(c1ccccc1)NC(=O)C2 (centres undefined),i,i,i,i,i,1,i,i,i,i,1
O=C(c1ccc2nc(-c3ccco3)c(-c3ccco3)nc2c1)N1CCN(c2ccccc2)CC1,i,i,-13*,i,i,21,i,i,i,i,x
O=C(CCCCCNC(=O)c1ccccc1)N=Nc1c(O)[nH]c2c(Br)cc(Br)cc12,i,i,i,x,i,59*,i,i,i,i,-6
CCC(=O)N1c2ccc(S(=O)(=O)NCc3ccco3)cc2CC1C (centres undefined),i,i,i,i,i,0,i,i,i,i,7
CC1=NN(c2ccccc2)C(=O)/C1=C\c1sccc1C,i,i,i,i,i,1,i,i,i,i,-4
O=C(Nc1cccc(Cl)c1)NC1CC2CCC(C1)N2Cc1cccs1 (centres undefined),i,i,i,i,i,9,i,i,i,i,0
CCOC(=O)C1(CCOc2ccccc2)CCN(Cc2cccc(-n3cccn3)c2)CC1,i,i,i,i,i,-6,25*,i,i,i,8
CN(CC(=O)Nc1cccc(F)c1)C(=O)c1cn(-c2ccccc2)nc1-c1ccccc1,i,i,i,i,i,12,i,i,i,i,u
S=C(NCc1ccc2[nH]c3c(c2c1)CCCC3)Nc1ccccc1Cl,i,i,i,i,i,2,i,i,i,i,-2
C/C=C/c1ccc(OCCOc2cc(C=O)ccc2OC)c(OC)c1,i,i,i,i,i,5,i,i,i,i,4
CCOC(=O)c1ccc(CC(=O)c2ccc(O)c(O)c2O)o1,i,x,i,i,x,0,x,i,x,i,x
CCN(CC(=O)Nc1ccc(NC(C)=O)cc1)C(=O)Cc1ccccc1F,i,i,i,i,i,1,i,i,i,i,2

# Part of the list above, with values under each structure.
# The line under a structure holds: RGS4 block	MrgX1 ag	RGS4 pot	ANO1 activ	MrgX1 antag	SKKanGAS inh	TMEM16A inh	TRPC6 inhibitor	MrgX1 allo act	TRPC6 activator	HDAC3 inh
CCC(=O)N1c2ccc(S(=O)(=O)NCc3ccco3)cc2CC1C (centres undefined)
  i	i	i	i	i	0	i	i	i	i	7
CC1=NN(c2ccccc2)C(=O)/C1=C\c1sccc1C
  i	i	i	i	i	1	i	i	i	i	-4
O=C(Nc1cccc(Cl)c1)NC1CC2CCC(C1)N2Cc1cccs1 (centres undefined)
  i	i	i	i	i	9	i	i	i	i	0
CCOC(=O)C1(CCOc2ccccc2)CCN(Cc2cccc(-n3cccn3)c2)CC1
  i	i	i	i	i	-6	25*	i	i	i	8
CN(CC(=O)Nc1cccc(F)c1)C(=O)c1cn(-c2ccccc2)nc1-c1ccccc1
  i	i	i	i	i	12	i	i	i	i	u
S=C(NCc1ccc2[nH]c3c(c2c1)CCCC3)Nc1ccccc1Cl
  i	i	i	i	i	2	i	i	i	i	-2
C/C=C/c1ccc(OCCOc2cc(C=O)ccc2OC)c(OC)c1
  i	i	i	i	i	5	i	i	i	i	4
CCOC(=O)c1ccc(CC(=O)c2ccc(O)c(O)c2O)o1
  i	x	i	i	x	0	x	i	x	i	x
CCN(CC(=O)Nc1ccc(NC(C)=O)cc1)C(=O)Cc1ccccc1F
  i	i	i	i	i	1	i	i	i	i	2

# Additional structures
SMILES,RGS4 block,MrgX1 ag,RGS4 pot,ANO1 activ,MrgX1 antag,SKKanGAS inh,TMEM16A inh,TRPC6 inhibitor,MrgX1 allo act,TRPC6 activator,HDAC3 inh
Cc1cc(C)c(S(=O)(=O)Nc2cccc(/C=C/C(=O)O)c2)c(C)c1,i,i,i,i,i,11,i,i,i,i,-3
CCOc1ccc(N=C2NC(=O)CS2)cc1,i,i,i,i,i,0,i,i,i,i,0
COc1cc2c(O)c3c(c(-c4ccc5c(c4)OCO5)c2cc1OC)C(=O)OC3,i,i,i,i,i,-13,i,i,i,i,-12
CCOC(=O)C1(C)NC(c2ccco2)C2C(=O)N(C)C(=O)C21 (centres undefined),i,i,i,i,i,-10,i,i,i,i,3
Cc1cc(-c2nnc(SCC(=O)Nc3ccccc3)n2C)no1,i,i,i,i,i,-2,i,i,i,i,1
O=C(NCCCN1CCOCC1)c1ccccc1-c1ccccc1,i,i,i,i,i,-2,i,i,i,i,-4
CC(C)(C)N1C(=O)c2ccc(C(=O)Nc3nccs3)cc2C1=O,i,i,i,i,i,-4,i,i,i,i,1
CC(=O)c1ccc(OC(=O)C2c3ccccc3Oc3ccccc32)cc1,i,i,i,i,i,18,i,i,i,i,2
CCN(C(=O)CSc1nnc(-c2ccncc2)n1-c1ccccc1)C1CCS(=O)(=O)C1 (centres undefined),i,i,i,i,i,-11,i,i,i,i,1
COc1ccc(Cc2noc(CN3CCN(c4ccc(Cl)cn4)CC3)n2)cc1OC,i,i,i,i,i,-2,100*,i,i,i,2
COc1cccc(C(=O)COC(=O)C(C)N2C(=O)c3ccccc3C2=O)c1 (centres undefined),i,i,i,i,i,-5,i,i,i,i,3
COc1cccc(N2CC(O)=C(c3nc4ccccc4c(=O)[nH]3)C2=N)c1,i,i,i,i,i,-4,i,i,i,i,2
Cc1cccc2c1cnn2C(=O)CCC(=O)N1CCC(C)CC1,i,i,i,i,i,0,i,i,i,i,3
Cc1cc(OC(C)C(=O)Nc2ccccc2C(=O)N2CCCC2)ccc1Cl (centres undefined),i,i,i,i,i,4,i,i,i,i,-4
CCOC(=O)c1cc2c(ccn2C)n1Cc1ccccc1C,i,i,-8.8*,i,i,9,i,i,i,i,-4
COCCn1cc(C(=S)N2CCOCC2)c2ccccc21,i,i,i,i,i,-4,i,i,i,i,6
Cc1ccccc1-c1nc(CS(=O)(=O)CC(=O)Nc2cc(F)ccc2F)c(C)o1,i,i,i,i,i,-11,i,i,i,i,2
CCOC(=O)c1csc(NC(C)=O)n1,i,i,i,i,i,2,i,i,i,i,-4
CCN(CC)C(=O)C1CCCN(Cc2ccc(OC)c(C)c2C)C1 (centres undefined),i,i,i,i,i,-4,i,i,i,i,u
Cc1ccc(S(=O)(=O)NCc2cn3ccsc3n2)c(C)c1,i,i,i,i,i,-12,i,i,i,i,5
Cc1ccc(NC(=S)NNC(=O)c2nn(C)cc2Cl)cc1,i,i,i,i,i,1,i,i,i,i,3
CCOc1ccccc1NS(=O)(=O)c1ccc(OC)c(OC)c1,i,i,i,i,i,-13,i,i,i,i,5
O=C(NCC1CCCO1)c1nn2c(C(F)(F)F)cc(-c3cccs3)nc2c1Br (centres undefined),i,i,i,i,i,-3,i,i,i,i,-3
O=C(N/N=C/c1ccc(OC(=O)c2ccccc2)c([N+](=O)[O-])c1)c1ccc(O)cc1,i,i,i,i,i,2,i,i,i,i,11
O=C(CCN1C(=O)c2ccccc2C1=O)NC(=S)Nc1ccccc1Cl,i,i,i,i,i,14,i,i,i,i,4
# Following part:
SMILES,RGS4 block,MrgX1 ag,RGS4 pot,ANO1 activ,MrgX1 antag,SKKanGAS inh,TMEM16A inh,TRPC6 inhibitor,MrgX1 allo act,TRPC6 activator,HDAC3 inh
COc1ccc(-n2cccc2C=O)cc1OC,i,i,i,i,i,1,i,i,i,i,6
Cc1ccc(OCCCC(=O)NC2CCCCC2)cc1,i,i,i,i,i,-6,i,i,i,i,-14
O=S(=O)(Nc1ccc(O)c(Sc2nc3ccccc3s2)c1)c1ccc(F)cc1,i,i,i,i,i,6,i,i,i,i,5
O=C(Cn1nc(-c2ccccc2)ccc1=O)NCc1ccc(F)cc1,i,i,i,i,i,-7,i,i,i,i,6
COc1ccc(NC(=O)c2cc3c(=O)n4ccccc4nc3n2C)c(OC)c1,i,i,i,i,i,-1,i,i,i,i,1
Cc1ccccc1CN(CC1CCC(C(=O)O)CC1)C(=S)Nc1ccccc1F (centres undefined),i,i,i,i,i,2,i,i,i,i,-1
O=c1c(-c2c(O)cc(O)c3c(=O)cc(-c4ccc(O)cc4)oc23)c(-c2ccc(O)cc2)oc2cc(O)cc(O)c12,x,i,x,i,i,x,i,x,i,x,4
Cc1ccc(Sc2c([N+](=O)[O-])c(=O)n(C)c3ccccc23)cc1,i,i,i,i,i,5,i,i,i,i,1
